Screens deposited in PubChem by National Center for Advancing Translational Sciences (NCATS).
ALOX12 inh – Primary qHTS assay for inhibitors of human arachidonate 12S-lipoxygenase (ALOX12): Round 2; purified 12hLO, xylenol orange hydroperoxide absorbance; hit rate 1.1% among 580,000; AID 1671190, 2021; Potency, µM (top dose mostly 108 µM), inactives show top-dose activity change, negative = inhibition, usual class: inhibitors; Polyunsaturated fatty acid lipoxygenase ALOX12 (Homo sapiens), P18054; active means well fitted inhibition curve with a large enough effect; inconclusive means small, poorly fitted or top-dose-only effect, or another doubt; inactive means no such curve, though single readings can be large or run the other way
Target sequence (P18054 whole entry, looked up): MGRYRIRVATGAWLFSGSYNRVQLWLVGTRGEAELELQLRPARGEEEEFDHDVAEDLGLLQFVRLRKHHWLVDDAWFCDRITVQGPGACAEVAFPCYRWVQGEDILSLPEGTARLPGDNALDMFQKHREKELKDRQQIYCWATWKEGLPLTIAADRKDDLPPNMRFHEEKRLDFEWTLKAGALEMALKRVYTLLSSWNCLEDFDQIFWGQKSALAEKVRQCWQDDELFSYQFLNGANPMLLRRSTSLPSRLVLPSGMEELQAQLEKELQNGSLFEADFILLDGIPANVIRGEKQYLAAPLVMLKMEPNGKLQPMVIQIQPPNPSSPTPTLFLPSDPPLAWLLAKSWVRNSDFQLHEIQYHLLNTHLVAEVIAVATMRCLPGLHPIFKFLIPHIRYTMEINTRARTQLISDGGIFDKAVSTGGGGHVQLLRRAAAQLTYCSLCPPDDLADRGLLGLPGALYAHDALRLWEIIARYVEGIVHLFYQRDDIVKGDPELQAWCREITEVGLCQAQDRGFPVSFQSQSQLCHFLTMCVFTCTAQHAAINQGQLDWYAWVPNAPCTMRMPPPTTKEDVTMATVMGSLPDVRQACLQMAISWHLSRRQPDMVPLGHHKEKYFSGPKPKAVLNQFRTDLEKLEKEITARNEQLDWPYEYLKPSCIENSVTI
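Hydroperoxide product was detected by ferrous iron/xylenol orange as the 573 to 405 nm absorbance ratio. Arachidonic acid at 40 uM (final) was turned over for 30 min at room temperature by 150 nM human 12hLO, pH 7.0 Hepes buffer, after 15 min compound preincubation.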
Starred values were filed as active, the others as inactive; ? = inconclusive; [ ] = another dose, or the depositor's remark. On the % scale 0 is the no-effect control and ±100 the full control effect; potency means the concentration at half of the fitted maximal effect. Some of the compounds tested; the hit share may differ from the screen's.

ALOX12 inh | structure
12.8% | O=C(NC1CCCN(c2cc(-c3ccccc3)[nH]n2)C1)c1ccc(Br)cc1 (stereo not given)
2.7% | CCCCCn1nc(C(=O)Nc2cc(OC)c(OC)c(OC)c2)c2ccccc2c1=O
-7.0% | CC1Oc2ccc(NC(=O)c3ccccc3Cl)cc2CN(Cc2ccc3c(c2)OCO3)C1=O (stereo not given)
36.2%[activator] | CNC(=O)[C@@H]1CN(C(=O)c2cc(-c3cc(C)ccc3C)n[nH]2)C[C@H]1CO
-56.6% | Cc1cc(C)c(NC(=O)CN(C)C(=O)c2cc(=O)c3ccccc3o2)c(C)c1
? | CCN(CC)S(=O)(=O)c1ccc(-c2nc(C#N)c(NC3CC3)o2)cc1
-8.5% | CCC1C(=O)NCCN1Cc1cn(-c2cccc(F)c2)nc1-c1ccc(C)o1 (stereo not given)
-13.8% | Cc1cccc(CC(=O)N2CCCC(n3cc(-c4nc(-c5ccccc5)no4)nn3)C2)c1 (stereo not given)
-20.5% | Cc1ccc2nc(C)c(C(=O)N3CCN(Cc4ccccc4C)CC3)cc2c1
-0.1% | COc1cc(=O)n2c(c1C(=O)NCc1ccccc1Cl)CCCC2
-4.2% | Cc1ccc(C(=O)Nc2ccc3oc(-c4ccccc4C)cc(=O)c3c2)cc1
15.9% | N#Cc1nc(-c2ccccc2)c(-c2ccc3c(c2)-c2cc(-c4nc(C#N)c(C#N)nc4-c4ccccc4)ccc2C3=O)nc1C#N
15.9% | COCCn1c(=S)[nH]c2cc(C(=O)NC3CCCCC3C)ccc2c1=O (stereo not given)
38.8%[activator] | Cc1ccc(F)cc1S(=O)(=O)N1C[C@@H](C)[C@@](C)(O)C1
? | O=C(NS(=O)(=O)c1ccc2ccc(S(=O)(=O)NCCSc3ccccc3)cc2c1)c1cccc2ccccc12
8.1% | COc1ccc(NC(=O)c2cc3c(OC)cc(OC)c(OC)c3[nH]2)cc1
-3.4% | O=C(NCc1cccs1)c1cc(-c2cccnc2)nc2ccc(Br)cc12
62.8%[activator] | COCc1noc([C@@H]2CN(C(=O)CC(C)(C)C)C[C@H]2CO)n1
13.0% | CN(C)c1nc(N2CCC(O)(c3cccnc3)CC2)ncc1F
-28.9% | Cn1c(SCc2cccc(Cl)c2)nc(=O)c2c1NC(=O)CC2c1ccc(OCC(N)=O)cc1 (stereo not given)
? | CCOC(=O)c1ccc(OCc2ccccc2C#N)cc1
10.8% | Cc1nc(C#N)c(N2CCN(C(=O)CN3CCCCC3)CC2)o1
? | O=C(c1ccccn1)N1CCCC(c2nc(CCOCC3CC3)no2)C1 (stereo not given)
-7.9% | CCC(=O)N1CCCC(C)(C(=O)Nc2nccc3ccccc23)C1 (stereo not given)
17.0% | CC(C)C(N)c1ccccc1 (stereo not given)
6.9% | O=C(N1CCN(C/C=C/c2ccccc2)CC1)C12CNCC1CNC2 (stereo not given)
-7.7% | CCCOc1ccc(C2C(C(=O)c3ccco3)=C(O)C(=O)N2CCCn2ccnc2)cc1OC (stereo not given)
15.0% | Cc1nc(C2CCCCN2C(=O)c2cccc(F)c2)n[nH]1 (stereo not given)
5.6% | NC(=O)C1(C(=O)N2C[C@@H](C(=O)O)[C@H](c3ccc4c(c3)OCO4)C2)CC1
38.5%[activator] | COc1cccc(NC(=O)C(C#N)C(=O)Cc2ccccc2C)c1 (stereo not given)

Of the compounds above, nine have a halogen:
ALOX12 inh | structure
12.8% | O=C(NC1CCCN(c2cc(-c3ccccc3)[nH]n2)C1)c1ccc(Br)cc1 (stereo not given)
-7.0% | CC1Oc2ccc(NC(=O)c3ccccc3Cl)cc2CN(Cc2ccc3c(c2)OCO3)C1=O (stereo not given)
-8.5% | CCC1C(=O)NCCN1Cc1cn(-c2cccc(F)c2)nc1-c1ccc(C)o1 (stereo not given)
-0.1% | COc1cc(=O)n2c(c1C(=O)NCc1ccccc1Cl)CCCC2
38.8%[activator] | Cc1ccc(F)cc1S(=O)(=O)N1C[C@@H](C)[C@@](C)(O)C1
-3.4% | O=C(NCc1cccs1)c1cc(-c2cccnc2)nc2ccc(Br)cc12
13.0% | CN(C)c1nc(N2CCC(O)(c3cccnc3)CC2)ncc1F
-28.9% | Cn1c(SCc2cccc(Cl)c2)nc(=O)c2c1NC(=O)CC2c1ccc(OCC(N)=O)cc1 (stereo not given)
15.0% | Cc1nc(C2CCCCN2C(=O)c2cccc(F)c2)n[nH]1 (stereo not given)

The listing continues:
ALOX12 inh | structure
? | COC(=O)C(OC(=O)c1[nH]c(C)c(C(C)=O)c1C)c1ccccc1Cl (stereo not given)
42.7%[176 µM] | C#CCNC(=O)c1nc(-c2cccnc2)c2cnccn12
14.8% | O=C(NC1CCCCC1)C1CCN(C(=O)c2ncn3c2COC(c2ccc(F)cc2)C3)CC1 (stereo not given)
-48.4% | O=S(=O)(NCC1(c2ccccc2)CC1)c1ccc(Cl)cc1
-40.9% | Cc1cccc(-c2nc(NCCN(C)C)c3ccccc3n2)c1
20.8% | CC(C)C(=O)N1C[C@@H]2CCCN3CCC[C@@H]([C@H]23)[C@H]1CCCC(=O)NCC1CC1
10.0% | Cc1ccc(S(=O)(=O)N2CCCCC2)cc1NC(=O)C1CCN(C(=O)OC(C)(C)C)CC1
-28.4% | C[C@H](CO)N1C[C@H](C)[C@H](CN(C)S(=O)(=O)c2ccc(Cl)cc2)OCc2ccccc2-c2c(n(C)c3ccccc23)C1=O
57.4%[activator] | O=C(c1cocn1)N1C[C@@H](COCC2CC2)[C@H](c2ccccn2)C1
4.6%[176 µM] | CC[C@H]1CN(S(C)(=O)=O)CC[C@H]1CC(=O)NCc1cccc2ccccc12
49.3%[activator] | Cc1noc(C)c1CCC(=O)N1CCN(S(=O)(=O)c2ccccc2F)CC1
4.1% | C[C@H]1CN([C@@H](C)CO)C(=O)c2c(c3ccccc3n2C)-c2ccccc2CO[C@H]1CN(C)Cc1cccc(F)c1
-13.9% | Cc1ccc(CN(CC(=O)NC(C)(C#N)C2CC2)C(C)C)s1 (stereo not given)
-12.0% | O=C1[C@@H]2[C@@H](CCN2C(=O)NC2CCCCC2)N(Cc2cccs2)C(=O)N1c1cccc(F)c1
-12.9% | CCCC1NC(=O)N(Cc2ncc(-c3ccc(F)cc3)o2)C1=O (stereo not given)
27.1% | CC(C)NC(=O)N1CCN(C(=O)c2cccnc2)C[C@H]1C(=O)N[C@@H](CC1CCCCC1)C(N)=O
? | COCc1cc(N2CCNC[C@H]2C)ccc1N1C[C@@H](C)O[C@@H](C)C1
38.1% | CC(C)C(=O)N1CCC(N2C(=O)C3(CCCCC3)C2c2ccncc2)CC1 (stereo not given)
-11.5% | CN(C)C(=O)c1ccc(Cl)cc1
25.8% | COc1cc(-c2nc3c4c5c(sc4ncn3n2)CCCC5)ccc1OC(F)F
-28.1% | Cc1ccc(-c2cnc(CCC(=O)N(C)CC(=O)Nc3ccccc3Br)o2)cc1
-2.7%[22.9 µM] | CC[C@H](C=C[C@@H](C)[C@H]1CC[C@H]2[C@@H]3CC=C4C[C@@H](O)CC[C@]4(C)[C@@H]3CC[C@]12C)C(C)C
92.2%[activator] | CC(C)c1nnc(NC(=O)C2CCN(C(=O)c3ccc(F)cc3)CC2)s1
9.4% | CCCNC(=O)CN1CCN(Cc2ncc(-c3ccccc3)o2)CC1
15.6% | N#Cc1ccc(COC(=O)c2ccc(N3CCCS3(=O)=O)cc2)cc1
7.1%[176 µM] | COc1ccc([C@H]2C[C@@H](O)[C@@H](O)[C@@H]2NCc2cccc(OC)c2)cc1
29.6% | COc1ccc(C(C)NC(=O)COc2ccc(NC(C)=O)cn2)cc1 (stereo not given)
-22.9% | CCn1cc(-c2ccc(Cl)cc2)cc1C(=O)N1CCCN(C)CC1
48.9%[activator] | O=C1CCCCC(=O)[C@H](O)C[C@H](c2ccccc2)O1
41.4%[activator] | OCC1(CC2CC2)CCCN(c2nccc(C(F)(F)F)n2)C1 (stereo not given)
-0.9% | CCOC(=O)C1(C)CCCN(C(=O)c2ccccc2F)C1 (stereo not given)
-4.8% | C=CCOc1cccc(C(=O)N2CCC(Cc3ccc(OC)cc3)(C(=O)OCC)CC2)c1
-0.4% | CCOCCCNC(=O)NC1CCN(c2ccc(OC)cc2)C1=O (stereo not given)
32.5%[activator] | CN(C)C(=O)c1cccnc1OC1CCN(C(=O)c2cccc(F)c2)C1 (stereo not given)
-7.3% | Cc1nc(C)c(CC(=O)NC2CCCN(CCCc3ccccc3)C2)c(=O)[nH]1 (stereo not given)
41.1%[activator] | COc1ccc(F)cc1S(=O)(=O)N1CCCN(C(=O)C2CC2)c2ccccc21
33.4% | CN(C)c1nc(-c2ccncc2)nc2c1CCN(C(=O)c1[nH]ncc1Cl)C2
-78.7% | CC1=C(C(=O)N2CCCCCC2)CC(CC(=O)NCCCCc2ccccc2)C(=O)N1Cc1ccccc1 (stereo not given)
44.3%[activator] | Cn1c(=O)c2c(ncn2CC(COCc2ccccc2F)OCc2ccccc2F)n(C)c1=O (stereo not given)
12.7% | COc1ccc(C(=O)NCC2Cn3cccc3C(=O)N2C)cc1OC (stereo not given)
37.2% | Cc1ccc2nc(COc3ccc(F)cc3)[nH]c2c1
10.3% | CNC(=O)c1ccccc1C1(O)c2ccccc2CCc2ccccc21
-36.5% | O=C1CCCC2=C1C(c1c(Cl)cccc1Cl)n1nnnc1N2 (stereo not given)
33.6%[activator] | CCNC(=O)NC(=O)C(C)N(C)Cc1ccc(F)cc1 (stereo not given)
-3.6% | COCCNC(=O)C1(C)CCCN(Cc2ccc(OCc3ccccc3)cc2)C1 (stereo not given)
? | c1ccc(C2=NOC3(CCN(Cc4cccc5ccccc45)CC3)C2)cc1
12.3% | C=CCN1CCCC(C(=O)OCC)C1 (stereo not given)
19.1% | Cc1cc(C)c(CN2CCC3(CCCN(C)C3=O)C2)c(-n2cccn2)c1 (stereo not given)
-18.2%[176 µM] | COc1cccc(C(O)c2nc(C(=O)NCc3ccccc3)c(C)o2)c1 (stereo not given)
7.5% | CS(=O)(=O)N(C1CC1)C1CCOC2(CCN(C(=O)CCCc3ccccc3)CC2)C1 (stereo not given)
-3.3% | CC(NC(=O)CCc1ncc(-c2ccc(F)cc2)o1)c1ccc2c(c1)NC(=O)CO2 (stereo not given)
7.7% | CC(C1CC1)N(C)C(=O)COc1ccc(C#N)cc1 (stereo not given)
-46.1% | COc1ccccc1C(=O)N1CCN(C(=O)c2oc3c(C)c(C)ccc3c2C)CC1
13.8% | CCCNC(=O)C1(C)CCN(C(=O)c2ccccc2OC)C1 (stereo not given)
? | CCOc1ccc(CN(CCOC)Cc2cc(=O)n3cccc(C)c3n2)cc1
? | Cc1ccc(S(=O)(=O)N2CCC(C(=O)Nc3nnc(-c4ccc(Cl)cc4)o3)CC2)c(C)c1
4.3% | CN(CC1CCOCC1)C(=O)Nc1cccc(F)c1
? | CC(=O)NC1(C)CCN(Cc2ccc(-c3cccc4ncccc34)cc2)C1 (stereo not given)
-4.2% | O=C(NCc1cccs1)c1cccc2c(-c3ccc(F)c(F)c3)coc12
28.3% | Cc1ccc(N=Cc2c(Cl)cccc2Cl)c(C)c1

Structural class, those above containing a tert-butyl group (2)
ALOX12 inh | structure
62.8%[activator] | COCc1noc([C@@H]2CN(C(=O)CC(C)(C)C)C[C@H]2CO)n1
10.0% | Cc1ccc(S(=O)(=O)N2CCCCC2)cc1NC(=O)C1CCN(C(=O)OC(C)(C)C)CC1

New compounds follow:
ALOX12 inh | structure
? | CCC(C)Cc1c(C)sc2nc(CNc3ccc(NC(C)=O)c(Cl)c3)[nH]c(=O)c12 (stereo not given)
? | CCn1ncc(S(=O)(=O)N2CCC3(CC2)CNC(C(=O)O)C3)c1C (stereo not given)
? | COc1ccc(-c2cc(Nc3cccc(Cl)c3)nc(C)n2)cc1
15.5% | NC(Cc1ccc(C(F)(F)F)cc1)c1csc(Nc2ccccn2)n1 (stereo not given)
-0.5% | O=C1CSc2ccc(C(=O)Nc3cccc(C(=O)NC4CC4)c3)cc2N1
35.2%[activator] | COc1cccc(N2CCN(C(=O)C3CCCN(Cc4cccnc4)CCC(=O)NCC3)CC2)c1 (stereo not given)
10.6% | COCCn1nc2n(c1=O)CCN(C(=O)c1cncc(Br)c1)CC2
0.5% | CCCCCC(=O)N1C[C@@H](O)[C@H](n2cc(C3CC3)nn2)C[C@@H]1c1ccc(C)cc1
0.0% | Cc1ccc(S(=O)(=O)N(C)C[C@H]2Oc3cc(Br)ccc3S(=O)(=O)N([C@H](C)CO)C[C@H]2C)cc1
10.2% | CCOC(=O)C1(C)CCCCCN1C(=O)c1ccc(SC(F)(F)F)cc1 (stereo not given)
-19.4% | O=Cc1cn(CCOc2ccc(F)cc2)c2ccccc12
26.6% | CCC(C)C(=O)NC1CCN(c2cn[nH]c(=O)c2)CC1 (stereo not given)
-0.2%[176 µM] | COc1cncc(NC(=O)C2=NO[C@@H]3CN(Cc4ccc(F)c(Cl)c4)C[C@H]23)c1
36.5% | O=C(NCc1ccncc1)C1c2ccccc2C(=O)N(Cc2ccccc2)C12CCCC2 (stereo not given)
4.5% | O=C(OCc1nc2ccccc2o1)c1ccc(Cl)c(S(=O)(=O)N2CCCCCC2)c1
16.9% | O=C(Cc1ccsc1)N1CCN(c2cc(-c3cccs3)[nH]n2)CC1

Grouped by structure, the compounds so far with a COOH group
ALOX12 inh | structure
5.6% | NC(=O)C1(C(=O)N2C[C@@H](C(=O)O)[C@H](c3ccc4c(c3)OCO4)C2)CC1
? | CCn1ncc(S(=O)(=O)N2CCC3(CC2)CNC(C(=O)O)C3)c1C (stereo not given)
